Screening data deposited in PubChem BioAssay by NMMLSC.
ABCG2 inh: blocks JC-1 efflux by human ABCG2 transporter; Q9UNQ0; IgMXP3 cells, flow cytometry; inhibition, % at 6.6 µM; 190,000 compounds, 0.1% hits; AID 1325;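 active = inhibition above 80%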;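 also: 0% = DMSO and 100% = nicardipine control wells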
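Times: 10 min at 25 °C | Test system: Two drug-resistant human cell lines, ABCG2 and ABCB1 | Quantity: 3 million cells/mL final, two lines in 1:1 ratio | Signal: Flow cytometry, 530 nm JC-1 signal | Dosing: Compound at 6.6 µM | Controls: Nicardipine and DMSO wells | Reagent: JC-1 as fluorescent efflux pump substrate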
RGS4-Gao reg: human RGS4-Galphao interaction regulation; P09471; Multiplexed bead flow cytometry, RGS4-Galphao binding; actives lie on both sides; binding response (% of control), % at 10 µM; 220,000 compounds, 0.33% hits; in the data active = binding response below about 49% or above about 150%; inactive = in between;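 also: fluorescent Galphao activated with aluminum fluoride binding bead-coupled RGS4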
Target sequence (P09471 whole entry, looked up): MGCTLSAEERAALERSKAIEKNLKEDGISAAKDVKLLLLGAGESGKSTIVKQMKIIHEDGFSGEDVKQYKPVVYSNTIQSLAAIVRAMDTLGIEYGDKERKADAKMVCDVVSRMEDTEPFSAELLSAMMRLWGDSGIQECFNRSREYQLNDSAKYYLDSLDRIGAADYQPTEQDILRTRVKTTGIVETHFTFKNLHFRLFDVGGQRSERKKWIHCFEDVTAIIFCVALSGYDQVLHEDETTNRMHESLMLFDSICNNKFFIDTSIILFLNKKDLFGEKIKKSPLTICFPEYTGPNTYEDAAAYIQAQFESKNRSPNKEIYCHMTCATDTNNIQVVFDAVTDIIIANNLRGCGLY
Bim-Bcl-B: inhibitors of Bim-Bcl-B interaction, human. inhibition, % at 10 µM. 190,000 compounds, 0.073% hits. bead-based flow cytometry, Bim peptide-Bcl-B binding. Q9HD36;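 also: 0% = tracer peptide without compound and 100% = reference inhibitor peptide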
Target sequence (Q9HD36 whole entry, looked up): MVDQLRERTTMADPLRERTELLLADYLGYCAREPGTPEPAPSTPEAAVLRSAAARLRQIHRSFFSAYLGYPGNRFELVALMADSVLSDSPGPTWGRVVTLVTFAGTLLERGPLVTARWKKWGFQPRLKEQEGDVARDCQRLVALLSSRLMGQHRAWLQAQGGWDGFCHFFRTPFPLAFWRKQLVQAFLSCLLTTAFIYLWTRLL
ABCB1 block: inhibitors of human ABCB1 transporter, ABCG2 counter-screen; P08183; CCRF-Adr cells, JC-1 efflux, flow cytometry; inhibition, % at 6.6 µM; 190,000 compounds, 0.067% hits; in the data active = inhibition above about 40%;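 also: 0% = vehicle and 100% = reference inhibitor; higher value means more JC-1 retained so stronger ABCB1 efflux block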
Bfl-1 Bim block: human Bim-Bfl-1 interaction inhibition; Q16548; Bead-based flow cytometry, Bim-Bfl-1 binding inhibition; inhibition, % at 10 µM; 190,000 compounds, 0.12% hits; AID 1008;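 also: 0% = wells without compound plus tracer and 100% = blocker peptide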
Bim-Mcl-1: human Bim-Mcl-1 interaction inhibition | Q07820 | Bead-based flow cytometry, Bim peptide-Mcl-1 binding | inhibition, % at 10 µM | 190,000 compounds, 0.1% hits;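 also: 0% = no compound tracer wells and 100% = peptide blocker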
RGS8-Gao reg: human RGS8-Galphao interaction regulation | P09471 | multiplexed bead flow cytometry, RGS8-Galphao binding; actives lie on both sides | response (percent of control binding), % at 10 µM | 220,000 compounds, 0.34% hits; in the data active = response below about 60% or above about 140%; inactive = in between;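 also: Galphao activated as the GDP aluminium fluoride complex binding bead-coupled RGS8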
Bim-Bcl-W: human Bim-Bcl-W interaction inhibition. inhibition, % at 10 µM. Q92843. 190,000 compounds, 0.02% hits. bead-based flow cytometry, Bim peptide-Bcl-W binding;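 also: 0% = bound tracer without compound and 100% = peptide blocker; higher means less fluorescent Bim peptide bound to Bcl-W beads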
Bcl-XL Bim block: inhibitors of Bim-Bcl-XL interaction, human. 190,000 compounds, 0.04% hits. Bim peptide-Bcl-XL binding, bead flow cytometry, fluorescence. inhibition, % at 10 µM. Q07817. AID 1007
Target sequence (Q07817 whole entry, looked up): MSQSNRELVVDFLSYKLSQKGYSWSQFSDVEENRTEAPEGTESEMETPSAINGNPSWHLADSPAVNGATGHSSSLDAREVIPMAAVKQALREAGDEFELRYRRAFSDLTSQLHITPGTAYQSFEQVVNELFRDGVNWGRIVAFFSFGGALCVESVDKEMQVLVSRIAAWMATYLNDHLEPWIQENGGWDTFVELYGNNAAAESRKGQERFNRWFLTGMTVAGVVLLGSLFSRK
RGS7-Gao: regulators of human RGS7-Galphao interaction. P09471. Multiplexed bead flow cytometry, RGS7-Galphao binding; actives lie on both sides. binding response (% of control), % at 10 µM. 220,000 compounds, 0.35% hits; in the data active = binding response below about 49% or above about 150%; inconclusive = no clear call, values can overlap the other calls; inactive = in between;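 also: fluorescent Galphao held in activated GDP-AlF4 state binding bead-coupled RGS7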
Bim-Bcl-2: human Bim-Bcl-2 interaction inhibition. P10415. Bead-based flow cytometry, Bim peptide-Bcl-2 binding. inhibition, % at 10 µM. 190,000 compounds, 0.06% hits. AID 950; in the data active = inhibition above about 40%; inconclusive = no clear call, values can overlap the other calls;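 also: 0% = no compound wells with probe peptide and 100% = reference peptide inhibitor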
Target sequence (P10415 whole entry, looked up): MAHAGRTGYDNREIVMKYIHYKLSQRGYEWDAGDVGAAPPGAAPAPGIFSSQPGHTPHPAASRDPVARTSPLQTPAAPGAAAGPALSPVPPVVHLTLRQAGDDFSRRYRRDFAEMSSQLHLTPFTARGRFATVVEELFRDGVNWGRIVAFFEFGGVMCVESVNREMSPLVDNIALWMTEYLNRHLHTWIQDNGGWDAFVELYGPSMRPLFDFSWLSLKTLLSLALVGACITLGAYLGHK
* = called active by the depositor; u = inconclusive; x = not tested or not shown. Rule as the data show it, unless noted: active = inhibition above about 40%. Hits appear at their usual frequency. About 0.94% of those tested had a hit in this group.

no.	structure	Bim-Mcl-1	Bim-Bcl-W	RGS7-Gao	Bim-Bcl-2	Bcl-XL Bim block	Bfl-1 Bim block	Bim-Bcl-B	ABCB1 block	RGS4-Gao reg	RGS8-Gao reg	ABCG2 inh
1	CC1=N/C(=C\c2ccc3c(c2)OCO3)C(=O)N1c1ccc(C(=O)O)cc1	0.0	1.0	101.2	-1.0	1.0	-4.0	3.0	0.2	99.1	101.0	-3.2
2	CCOc1c2ccc(C(=O)N[C@H](C)C3CCCCC3)cc2nn1CCOC	0.0	0.0	101.0	-6.0	-8.0	-14.0	-7.0	0.1	104.8	99.8	1.9
3	O=C(NC(=S)NCC1CCCO1)c1cccc([N+](=O)[O-])c1 (stereo not drawn)	-2.0	-1.0	120.5	2.0	-3.0	0.0	-6.0	2.8	108.6	106.8	26.0
4	O=C(CSCCc1ccccn1)Nc1ccc(Br)cn1	-1.0	0.0	99.2	0.0	0.0	0.0	-1.0	0.6	100.3	100.9	1.8
5	CCOc1ccc2c(c1)c(N=Nc1cccc(C(=O)O)c1)c(O)n2C	0.0	0.0	100.2	-1.0	0.0	-1.0	1.0	2.0	104.7	100.1	5.4
6	COC(=O)c1ccc(Cn2nc(C)cc2C)cc1	1.0	4.0	101.2	3.0	-2.0	0.0	0.0	1.1	102.9	106.5	5.1
7	CCCOc1ccc2ccccc2c1/C=N/n1cnnc1	-2.0	-3.0	96.0	0.0	0.0	1.0	-1.0	0.1	93.5	91.9	1.4
8	CCc1ccc(C(=O)COC(=O)c2ccc(-c3nnc(-c4ccccc4)o3)cc2)cc1	7.0	5.0	93.3	0.0	2.0	-3.0	1.0	0.3	96.9	100.5	1.5
9	CC(C)=CCC(C)(C)C1OCCN1C(=O)Nc1ccccc1 (stereo not drawn)	-3.0	3.0	103.0	-6.0	-10.0	-12.0	-4.0	0.5	101.5	100.6	2.0
10	COc1ccccc1C(=O)NCC(=O)n1nc(C)cc1C	-5.0	-3.0	102.8	-9.0	-1.0	-1.0	-3.0	0.7	101.0	103.1	5.3
11	Cc1cc(C=C2C(=O)c3ccccc3C2=O)c(C)n1-c1cccc(C(=O)O)c1	2.0	0.0	102.1	1.0	0.0	0.0	2.0	-0.7	103.3	102.5	-1.3
12	CC(C)c1cc(C(=O)NCc2ccco2)no1	-2.0	-6.0	90.6	-4.0	-9.0	-12.0	-9.0	0.4	93.2	96.5	3.6
13	COc1ccc(C2CC23N=C(c2ccccc2)OC3=O)cc1 (stereo not drawn)	-11.0	-2.0	86.4	-6.0	-5.0	-2.0	-6.0	0.1	95.6	92.4	-0.5
14	COc1ccc(Oc2cc(F)nc(N)n2)cc1	-2.0	1.0	102.5	-3.0	-1.0	-8.0	-4.0	0.9	100.2	103.5	4.1
15	O=C1NC2(CCCCCC2)C(=O)N1CCS(=O)(=O)Oc1ccccc1	-1.0	2.0	97.1	-5.0	1.0	-6.0	0.0	-0.1	100.4	100.3	-0.8
16	Cc1sc2ncnc(SCC#N)c2c1C	-1.0	5.0	97.1	-2.0	-5.0	-6.0	-4.0	-0.1	94.7	96.0	-0.3
17	CCOC(=O)N1CCN(C(=O)CSCc2nc(-c3ccccc3F)oc2C)CC1	-2.0	-3.0	114.0	0.0	-2.0	0.0	0.0	1.6	108.5	103.8	6.2
18	O=C(O)/C=C/C(=O)N1CCN(c2ccc(F)cc2)CC1	0.0	1.0	101.3	0.0	0.0	7.0	4.0	1.3	101.7	101.8	13.5
19	Cc1nc(-c2ccccc2O)n(S(=O)(=O)N(C)C)n1	-4.0	-1.0	102.2	-1.0	0.0	0.0	-2.0	0.7	113.9	100.7	5.1
20	FC(F)(F)c1cc(-c2ccco2)nc(NCc2ccccc2)n1	-2.0	-1.0	93.8	0.0	-2.0	5.0	-6.0	0.0	92.8	96.4	0.6
21	Cc1ccc2c(c1)C1CN(C)CCC1N2C(=S)Nc1ccc(Cl)cc1Cl (stereo not drawn)	-1.0	-2.0	u	-3.0	-1.0	-4.0	-4.0	-0.2	102.1	102.7	8.0
22	CCCCc1[nH]c(=O)c(C#N)c2c1CSC(C)(C)C2	-4.0	0.0	100.4	-11.0	-12.0	-13.0	-8.0	0.7	101.6	101.0	3.3
23	CCOc1ccc(NC(=O)N2CCN(Cc3ccc4c(c3)OCO4)CC2)cc1	0.0	-4.0	98.7	-6.0	-4.0	-8.0	-4.0	0.0	99.9	102.1	2.3
24	CC1CC(C)(C)NCCNC(C)CC(C)(C)NCCN1 (stereo not drawn)	1.0	1.0	97.7	-8.0	-2.0	-13.0	-5.0	0.1	101.9	100.2	-0.1
25	O=C1CCC(C(=O)NCCCn2ccnc2)N1 (stereo not drawn)	-2.0	-3.0	100.9	-3.0	0.0	-1.0	-2.0	0.1	102.4	102.2	-0.4

Reprinted at random: three compounds from above
no.	structure	Bim-Mcl-1	Bim-Bcl-W	RGS7-Gao	Bim-Bcl-2	Bcl-XL Bim block	Bfl-1 Bim block	Bim-Bcl-B	ABCB1 block	RGS4-Gao reg	RGS8-Gao reg	ABCG2 inh
15	O=C1NC2(CCCCCC2)C(=O)N1CCS(=O)(=O)Oc1ccccc1	-1.0	2.0	97.1	-5.0	1.0	-6.0	0.0	-0.1	100.4	100.3	-0.8
23	CCOc1ccc(NC(=O)N2CCN(Cc3ccc4c(c3)OCO4)CC2)cc1	0.0	-4.0	98.7	-6.0	-4.0	-8.0	-4.0	0.0	99.9	102.1	2.3
21	Cc1ccc2c(c1)C1CN(C)CCC1N2C(=S)Nc1ccc(Cl)cc1Cl (stereo not drawn)	-1.0	-2.0	u	-3.0	-1.0	-4.0	-4.0	-0.2	102.1	102.7	8.0

(cont.)
no.	structure	Bim-Mcl-1	Bim-Bcl-W	RGS7-Gao	Bim-Bcl-2	Bcl-XL Bim block	Bfl-1 Bim block	Bim-Bcl-B	ABCB1 block	RGS4-Gao reg	RGS8-Gao reg	ABCG2 inh
26	CCN(CC)CCN(C(=O)c1ccc(Br)s1)c1nc2cc3c(cc2s1)OCO3	0.0	2.0	108.5	-6.0	-1.0	-2.0	-2.0	2.1	104.2	100.2	-3.7
27	CCc1cccc(C)c1NC(=O)CCCC(=O)O	0.0	0.0	100.1	-6.0	-5.0	-9.0	-5.0	0.5	102.7	101.0	2.1
28	CC(=O)Nc1cccc(OCC(O)Cn2c(C)nc3ccccc32)c1 (stereo not drawn)	1.0	0.0	101.9	2.0	0.0	2.0	1.0	-0.5	101.9	100.4	0.9
29	Cc1ccc(OCC(=O)NNC(=S)NCc2ccccc2)cc1	0.0	-2.0	103.6	-2.0	-3.0	-2.0	-18.0	-0.6	102.9	101.9	-1.3
30	O=C(Nc1nnc(-c2ccco2)o1)c1ccc(Cl)cc1	0.0	-2.0	101.7	-2.0	0.0	3.0	1.0	0.1	101.0	100.1	0.9
31	N/C(=N\c1nc2ccccc2o1)NC(=O)c1ccccc1F	-1.0	-1.0	96.5	-1.0	0.0	0.0	-4.0	1.3	101.1	101.0	4.2
32	COC(=O)C1=C(C)NC(=S)NC1c1ccc(-c2ccccc2C(=O)OC)o1 (stereo not drawn)	0.0	0.0	108.8	1.0	0.0	9.0	-10.0	1.5	105.9	108.1	13.8
33	CC(NC(=O)c1ccccc1)c1ccc(F)cc1 (stereo not drawn)	-3.0	-2.0	97.8	-5.0	-5.0	1.0	-1.0	3.0	102.3	105.0	36.6
34	Brc1ccc(/C=N/Nc2ccccn2)cc1	0.0	1.0	99.2	1.0	-2.0	0.0	-4.0	-0.2	103.4	98.6	-0.1
35	CC(=O)c1c(OC(=O)c2ccco2)c2ccccc2n1C	-2.0	2.0	102.7	-8.0	-2.0	-13.0	-10.0	0.4	105.2	101.8	3.2
36	O=C(Cc1ccc(Cl)c(Cl)c1)OCC(=O)c1ccc[nH]1	-5.0	-1.0	98.5	-5.0	-8.0	-18.0	-12.0	1.8	101.7	99.1	32.4
37	O=C(Nc1ccc(F)cc1)N1CCc2ccccc2C1	-3.0	-1.0	91.4	0.0	-2.0	4.0	-1.0	0.7	91.9	90.4	2.2
38	CCc1ccc(S(=O)(=O)N(C(=O)c2ccncc2)c2ccc(OC(=O)c3ccncc3)cc2)cc1	-2.0	-2.0	103.5	-3.0	-4.0	-4.0	-3.0	x	98.4	98.2	-1.2
39	CC1CC(C)CN(CC(=O)NC(c2ccccc2)c2ccccc2)C1 (stereo not drawn)	-2.0	-1.0	107.8	-6.0	-1.0	-1.0	-3.0	0.5	105.5	124.3	0.3
40	Cc1cc(C(=O)CN2C(=O)NC(c3ccccc3)(c3ccccc3)C2=O)c(C)n1Cc1ccco1	-1.0	0.0	102.7	1.0	-1.0	0.0	-4.0	0.6	99.3	98.6	1.7
41	Cc1ccsc1/C=N/NC(=O)c1ccc(Cn2cc(Br)cn2)o1	0.0	0.0	98.8	2.0	-5.0	0.0	-5.0	0.1	98.1	89.4	0.2
42	O=C1c2cccc3cccc(c23)C(=O)N1CCN1CCN(CC(O)COCc2ccc(Cl)cc2)CC1 (stereo not drawn)	-2.0	-4.0	101.9	-2.0	-5.0	-2.0	-5.0	6.5	99.0	100.8	3.3
43	CC(C)Cn1c(N)c(C(=O)CCl)c(=O)n(C)c1=O	-5.0	-7.0	93.1	-8.0	-6.0	-2.0	-7.0	1.4	88.9	84.2	0.0
44	Fc1ccc(N2CCN(C(=S)NCC3CCCO3)CC2)cc1 (stereo not drawn)	-1.0	-2.0	102.4	-6.0	-1.0	-8.0	-7.0	0.4	100.9	103.8	5.3
45	COCCCNc1nc2c(-c3cccc(C)c3)nnn2c2ccccc12	-1.0	-1.0	103.5	0.0	-1.0	-3.0	0.0	2.2	101.0	101.7	12.5
46	O=C(CNc1ccc(Br)cc1)c1ccccc1	-8.0	-2.0	93.9	-2.0	-3.0	0.0	-2.0	0.2	93.8	95.8	0.8
47	Oc1ccccc1-c1csc(-c2ccccc2)n1	0.0	-1.0	96.7	-6.0	-1.0	-5.0	-1.0	-0.2	96.4	99.2	0.1
48	O=C(COC(=O)c1ccc(Br)cc1)Nc1ccccc1Br	0.0	0.0	100.1	-1.0	0.0	-1.0	0.0	1.4	100.8	104.2	10.8
49	S=C1NCCc2ccccc2C1c1ccccc1Cl (stereo not drawn)	-1.0	-2.0	92.7	6.0	-3.0	-4.0	-2.0	1.3	92.4	72.4	2.3
50	O=C1NC(=S)N/C1=C/c1cccn1-c1ccc([N+](=O)[O-])cc1	-4.0	-2.0	90.0	0.0	-3.0	-1.0	0.0	-0.4	92.6	90.5	-0.3
51	COC(=O)c1ccncc1C(=O)Nc1ccc(F)cc1	-1.0	-1.0	101.7	-1.0	-3.0	-3.0	-1.0	-0.1	101.8	104.3	1.1
52	CSc1ncccc1C(=O)OCc1ccccc1F	0.0	0.0	95.5	0.0	-2.0	-5.0	0.0	0.5	98.6	102.2	1.9
53	O=C(Nc1ccc(S(=O)(=O)NC2=NCCCCC2)cc1)c1ccco1	0.0	2.0	96.3	1.0	-1.0	2.0	-1.0	0.3	97.1	101.3	0.9
54	CCOc1ccc(NC(=O)N(C2CCCC2)C2CCN(C(C)=O)CC2)cc1	-1.0	-5.0	100.8	-5.0	-3.0	-1.0	-4.0	-0.4	103.1	102.4	-1.1
55	CCCn1c(SCC(=O)Nc2cccc(C)n2)nnc1-c1ccco1	-4.0	-7.0	95.8	-12.0	-8.0	-6.0	-5.0	0.6	96.8	98.7	2.5
